Bioassay records from PubChem.
GALK inh: galactokinase (human) inhibition; Potency, µM (series often up to 57.5 µM), for the others: top-dose activity change, negative = inhibition, most hits filed as inhibitors; P51570; AID 1868; Purified GALK, Kinase-Glo residual ATP luminescence; hit rate 0.007% among 270,000; further: potency means the concentration at half of the fitted maximal effect
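Quantitative HTS: GALK 5 nM, ATP 35 uM, galactose 100 uM, 1 h room temperature, then luciferase-based ATP detection.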
Coupling enz: counter-screen for Giardia aldolase inhibitors: coupling enzyme system; coupling enzyme system counterscreen, AmpLite Red fluorescence; activity change, negative = inhibition, % at 58.2 µM, hits read low; hit rate 0.67% among 290,000; AID 2472; in the data active means activity change below about -30%
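Counterscreen of the coupled detection system alone, without aldolase: glyceraldehyde-3-phosphate coupling enzymes plus AmpLite Red readout. Compounds at 57.5 uM final, 10 min RT preincubation, 20 min RT reaction, fluorescence 525/598 nm.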
KCNH2 3.1 block: KCNH2 3.1 (human) potassium channel inhibition; activity change, % (tested at about 1.8 µM); hit rate 0.95% among 340,000; U2OS KCNH2 3.1, thallium flux FluxOr; active compounds read low;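 active means maximum activity change below -70%; inconclusive means maximum activity change from -70% to -50%; inactive means maximum activity change above -50%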;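 further: thallium influx rate constant from kinetic fluorescence after stimulation buffer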
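Virally transduced U2OS (3.1 isoform, 4 h infection in dark at RT) → overnight 37 C → FluxOr + Red40 in HBSS/HEPES, 45 min → stimulation buffer, 2 min kinetic read → rate constant vs DMSO controls.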
Chronic BCR inh: chronic active BCR signaling inhibition | Potency, µM (top dose mostly 46.1 µM), for inactives: top-dose ratio change, negative = lower green/red ratio, most hits filed as inhibitors | AID 493014 | ABC-DLBCL IkBa-CBG/CBR reporter, luminescence ratio, 4 h | hit rate 0.05% among 340,000; active means well fitted inhibition curve with a large enough effect in the signal ratio, with a control signal flat, not every such curve was filed as active; inconclusive means small, poorly fitted or top-dose-only effect, or effect the other way, or a change in a side signal; the % refers to the signal ratio;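 further: potency means the concentration at half of the fitted maximal effect; plate controls were basal doxycycline-induced cells for no effect and cells given 10 µM MG132 for full effect; MG132 reads +100%, hits lower the ratio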
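TMD8 human ABC-DLBCL cells with doxycycline-inducible IκBα–green luciferase fusion and unfused red luciferase, in 0.5% FBS medium; compounds up to 46 uM, 4 h at 37C. Green/red luminescence ratio, filter-overlap corrected, fitted to concentration-response curves.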
PKM2 act: increases activity of human pyruvate kinase M2; P14618; purified PKM2, Kinase-Glo ATP luminescence, activation; response scale: 0% is enzyme alone, no compound; Potency, µM (doses to about 57.5 µM), without a hit: top-dose activation, hits mostly activators; hit rate 0.34% among 260,000; further: potency means the concentration at half of the fitted maximal effect; nearly all actives have a fitted effect of over 55% in size
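Purified hPK-M2 (>95% pure) converted ADP (0.1 mM final) to ATP with 0.5 mM PEP in 50 mM imidazole pH7.2, KCl, MgCl2, Tween 20, BSA; 1 h at room temperature. ATP detected by Kinase-Glo luminescence.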
Eya2 inh: inhibitors of human Eya2 phosphatase activity | hit rate 0.006% among 330,000 | Potency, µM (titrated, usually from 76.9 µM), inactives show top-dose activity, negative = inhibition, actives largely listed as inhibitors | AID 488837 | recombinant Eya2, OMFP fluorescence dephosphorylation (OMFP is methylfluorescein phosphate); further: potency means the concentration at half of the fitted maximal effect
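Eya2 protein (added as 0.2 uM solution) was preincubated with compound for 10 min at ambient temperature in 50 mM HEPES pH 7.5, 50 mM NaCl, 5 uM MgCl2, 0.05% BSA, 1 mM DTT. OMFP (added at 50 uM) then reacted 10 min; fluorescence read at 485/525 nm.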
KCNH2 WT inh: inhibitors of human wildtype KCNH2 potassium channel; Q12809; U2OS, BacMam KCNH2, thallium flux FluxOr; active compounds read low; activity change, % at 1.84 µM; hit rate 0.37% among 340,000; AID 720551;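 active means maximum activity change below -70%; inconclusive means maximum activity change between -70% and -50%; inactive means maximum activity change above -50%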
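U2OS cells transduced with wild-type KCNH2 virus are loaded with FluxOr dye for 45 min, and thallium flux is measured in kinetic reads before and after stimulation buffer. Rate constants are normalized to DMSO controls.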
USP2a block: blocks human ubiquitin-specific protease USP2a | O75604 | USP2 core, Ub-CHOP2 coupled fluorogenic reporter, 485/531 | Potency, µM (highest dose often 38.3 µM), for the others: top-dose activity change, negative = inhibition, most hits filed as inhibitors | hit rate 0.01% among 330,000 | AID 463254;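 further: potency means the concentration at half of the fitted maximal effect; plate controls were DMSO wells for no effect and full inhibition by NEM control for full effect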
Target sequence (O75604 whole entry, looked up): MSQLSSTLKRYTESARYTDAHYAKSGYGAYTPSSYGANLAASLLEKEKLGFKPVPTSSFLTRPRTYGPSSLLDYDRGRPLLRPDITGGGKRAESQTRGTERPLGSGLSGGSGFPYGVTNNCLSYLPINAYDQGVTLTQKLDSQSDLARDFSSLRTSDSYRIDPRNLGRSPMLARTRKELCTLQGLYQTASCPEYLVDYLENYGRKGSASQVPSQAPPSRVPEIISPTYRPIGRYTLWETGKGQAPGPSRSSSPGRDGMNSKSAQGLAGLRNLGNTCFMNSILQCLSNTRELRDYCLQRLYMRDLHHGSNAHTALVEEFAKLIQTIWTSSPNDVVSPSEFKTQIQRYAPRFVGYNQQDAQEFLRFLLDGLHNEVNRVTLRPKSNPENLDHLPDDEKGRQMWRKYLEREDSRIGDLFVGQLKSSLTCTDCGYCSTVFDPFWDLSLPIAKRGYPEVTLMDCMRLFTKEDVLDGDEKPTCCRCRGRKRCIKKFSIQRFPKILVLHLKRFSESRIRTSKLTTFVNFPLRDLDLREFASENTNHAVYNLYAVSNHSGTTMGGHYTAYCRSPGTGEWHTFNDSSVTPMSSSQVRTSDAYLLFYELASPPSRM
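Deubiquitinase activity read as fluorescence (485/531 nm) after Ub-CHOP2 cleavage activates the enterokinase reporter on its substrate; USP2 core 10nM, Ub-CHOP2 and substrate 25nM each, 30min compound preincubation then 60min RT; data normalized to NEM, curves fitted.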
B2AR arrestin: agonists driving beta-arrestin recruitment to human beta2-adrenergic receptor. Potency, µM (highest dose often 46.1 µM), for the others: at the highest dose activation, most hits filed as activators. P07550. beta-arrestin recruitment to beta2AR, cell-based reporter. hit rate 0.02% among 330,000;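 further: potency means the concentration at half of the fitted maximal effect; 0% = DMSO controls and full agonism = EC100 isoproterenol or metaproterenol; nearly all actives have a fitted effect of over 65% in size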
Target sequence (P07550 whole entry, looked up): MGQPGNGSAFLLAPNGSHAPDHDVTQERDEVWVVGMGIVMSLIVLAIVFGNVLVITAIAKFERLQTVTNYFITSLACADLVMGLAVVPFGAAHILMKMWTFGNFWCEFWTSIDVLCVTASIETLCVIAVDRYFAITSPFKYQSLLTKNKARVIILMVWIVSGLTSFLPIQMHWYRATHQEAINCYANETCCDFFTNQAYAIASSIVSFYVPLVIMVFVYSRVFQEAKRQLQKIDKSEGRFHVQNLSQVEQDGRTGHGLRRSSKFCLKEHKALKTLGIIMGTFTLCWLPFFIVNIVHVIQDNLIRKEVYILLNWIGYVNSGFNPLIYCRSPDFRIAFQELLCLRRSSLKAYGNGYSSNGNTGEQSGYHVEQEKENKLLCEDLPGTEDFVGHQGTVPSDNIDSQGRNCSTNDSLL
Giardia killer: kills Giardia lamblia | Giardia lamblia trophozoite viability | activity change, % at 7.66 µM, hits read low | hit rate 0.15% among 340,000; in the data active means activity change below about -80%; inconclusive means between about -30% and that limit;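 further: parasites exposed to compound for two days anaerobically before the ATP read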
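Giardia trophozoites, 100 cells per well, were exposed to compounds for 48 hrs at 37 deg C under anaerobic conditions; viability was then read as ATP content by bioluminescence after 15-30 min at room temperature.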
uPA surface inh: cell surface uPA generation inhibition; cell surface uPA generation assay, qHTS; Potency, µM (series often up to 38.3 µM), for inactives: at the highest dose activity change, negative = inhibition, most hits filed as inhibitors; hit rate 0.31% among 330,000; AID 540303; active means well fitted inhibition curve with a large enough effect; inconclusive means small, poorly fitted or top-dose-only effect; inactive means no such curve, though single readings can be large or run the other way; tested in mouse RAW 264.7 cells; further: potency means the concentration at half of the fitted maximal effect; nearly all actives have a fitted effect of over 55% in size
Numbers without * were called inactive; ? = inconclusive; . = no result given; [ ] = another dose, or the depositor's remark. Unless noted, the call rests on the fitted dose curve; in most records, active means well fitted curve in the direction sought with a large enough effect; inconclusive means small, poorly fitted or top-dose-only effect, or another doubt; inactive means no such curve, though single readings can be large; an effect the other way counts as inactive or inconclusive. Unless noted, on the % scale 0 is the no-effect control and ±100 the full control effect.

Results follow in this order: GALK inh | Coupling enz | KCNH2 3.1 block | Chronic BCR inh | PKM2 act | Eya2 inh | KCNH2 WT inh | USP2a block | B2AR arrestin | Giardia killer | uPA surface inh
CCOc1ccc(N2CC(C(=O)Nc3nnc(Cc4ccccc4)s3)CC2=O)cc1 (configuration not stated)
    -3% | 1 | 8 | 0% | . | -8% | -20 | 1% | 0.4% | 19 | -2%
CC(C)CC1Nc2ncnc(N3CCOCC3)c2N(Cc2ccc(Cl)cc2)C1=O (configuration not stated)
    . | . | -8 | 0% | . | 11% | -5 | 1% | -0.1% | 22 | 0%
O=C(CN1C(=O)NC2(CCCC2)C1=O)NNC(=O)c1ccc(F)cc1
    . | . | -12 | 2% | . | 9% | -11 | 4% | 0.1% | 5 | -1%
CN(C)C(CNC(=O)c1ccc(S(=O)(=O)Nc2ccccc2F)cc1)c1ccco1 (configuration not stated)
    . | . | 21 | 1% | . | 5% | 3 | 1% | -0.2% | -9 | -8%
Cc1ccc(OCCn2cc(/C=C3\C(=O)NN(c4ccccc4)C3=O)c3ccccc32)cc1
    -4% | -6 | 20 | 2% | -2% | 0% | -6 | 0% | -0.9% | -4 | 7%
N#Cc1ccsc1NC(=O)CN1CCN(S(=O)(=O)c2ccc3ccccc3c2)CC1
    1% | -3 | -12 | 1% | 17% | -10% | 1 | 0% | 0.0% | -5 | 13%
COc1ccc(Cl)cc1NC(=O)C1CC(=O)N(C2CCCCC2)C1 (configuration not stated)
    -4% | -1 | -11 | 0% | -3% | -2% | -19 | -1% | -1.0% | 1 | -1%
CC1(C)N=C(N)NC(Nc2ccccc2)=N1
    1% | . | 12 | 4% | -4% | 7% | -10 | -1% | -0.3% | 23 | -10%
Cc1cc(Cl)c2ccc3ccccc3c2n1
    2% | 4 | -8 | 15% | -2% | 3% | -3 | -2% | -0.6% | -4 | 4%
O=C(CSc1ccc(-c2cccnc2)nn1)Nc1ccccc1F
    7% | 1 | 1 | -1% | 5% | -15% | 0 | 0% | -0.2% | 4 | 0%
CCNc1nc2c(c(=O)[nH]c(=O)n2C)n1CC(C)C
    2% | -1 | 18 | 11% | -7% | 1% | -2 | 2% | -0.2% | ? | -9%
S=c1nc(C2COc3ccccc3O2)[nH][nH]1 (configuration not stated)
    0% | 4 | 2 | 8% | -5% | 1% | 3 | -3% | 0.3% | 21 | 4%
COc1ccc(CC(=O)N(C)CC(=O)Nc2ccc(F)cc2)cc1S(=O)(=O)N1CCOCC1
    . | . | -42 | -11% | . | -10% | -11 | 2% | -0.1% | 6 | -9%
Cc1cccc(NC(=O)NC2CCCCCCC2)c1C
    -3% | . | 5 | -10% | -1% | 6% | 14 | 0% | -0.1% | -5 | 4%
C=CCn1c(N2CCN(c3ccc(OC)cc3)CC2)nc2c1c(=O)n(C)c(=O)n2C
    0% | 3 | -7 | ? | 14% | 3% | -8 | -5% | -0.7% | -20 | -4%

The closing five records of the section before are carried over, then new ones follow:
Results follow in this order: GALK inh | Coupling enz | KCNH2 3.1 block | Chronic BCR inh | PKM2 act | Eya2 inh | KCNH2 WT inh | USP2a block | B2AR arrestin | Giardia killer | uPA surface inh
CCNc1nc2c(c(=O)[nH]c(=O)n2C)n1CC(C)C
    2% | -1 | 18 | 11% | -7% | 1% | -2 | 2% | -0.2% | ? | -9%
S=c1nc(C2COc3ccccc3O2)[nH][nH]1 (configuration not stated)
    0% | 4 | 2 | 8% | -5% | 1% | 3 | -3% | 0.3% | 21 | 4%
COc1ccc(CC(=O)N(C)CC(=O)Nc2ccc(F)cc2)cc1S(=O)(=O)N1CCOCC1
    . | . | -42 | -11% | . | -10% | -11 | 2% | -0.1% | 6 | -9%
Cc1cccc(NC(=O)NC2CCCCCCC2)c1C
    -3% | . | 5 | -10% | -1% | 6% | 14 | 0% | -0.1% | -5 | 4%
C=CCn1c(N2CCN(c3ccc(OC)cc3)CC2)nc2c1c(=O)n(C)c(=O)n2C
    0% | 3 | -7 | ? | 14% | 3% | -8 | -5% | -0.7% | -20 | -4%
CCC(OC(=O)c1nsc(Cl)c1Cl)C(=O)NCCc1ccccc1 (configuration not stated)
    6% | 0 | 13 | -5% | 2% | -3% | -11 | 0% | 0.0% | -16 | 1%
N#CCCN1CCN(S(=O)(=O)c2ccc(S(=O)(=O)NCc3ccccc3)cc2)CC1
    -3% | -3 | 8 | ? | 6% | -18% | -5 | 2% | 13% | 9 | 17%
O=C(O)C1CCCCC1C(=O)NCc1ccccc1 (configuration not stated)
    2% | 2 | -11 | ? | -3% | -23% | 6 | 5% | 0.0% | 29 | .
Cc1ccc(/C(CSc2nccn2-c2ncc(C(F)(F)F)cc2Cl)=N\O)cc1
    0% | 2 | -7 | ? | 0% | -7% | -1 | -1% | -0.2% | 3 | 3%
Cc1cc(S(=O)(=O)N2CCN(CC(=O)N(C)Cc3ccccc3)CC2)ccc1Br
    . | . | -14 | ? | . | 3% | 3 | -2% | -0.4% | 10 | -5%
CCN(CCCNC(=O)CN1C(=O)COc2ccccc21)c1ccccc1
    1% | 1 | 0 | 6% | 9% | -1% | -11 | -1% | -0.2% | 20 | 16%
COc1ccc(N2CCN(C(=O)CSc3nc4ccccc4c(=O)[nH]3)CC2)cc1
    6% | 2 | 2 | -16% | 3% | -12% | -4 | 0% | 0.2% | 4 | -3%
C[C@H](CO)N1C[C@H](C)[C@@H](CN(C)S(=O)(=O)c2ccc(F)cc2)Oc2c(NC(=O)Nc3ccccc3)cccc2C1=O
    . | . | 3 | 4% | . | 0% | -6 | 0% | -0.8% | -12 | -20%
O=C(NCC(=O)N1CCOCC1)c1ccc(Cl)cc1
    2% | . | 16 | -5% | -8% | 2% | 4 | 2% | -0.2% | 30 | 3%
Cc1ccc(NS(=O)(=O)c2ccc(C(=O)N3CCC3)cc2)cc1
    . | . | 1 | 1% | . | -24% | 0 | -2% | -0.2% | -1 | -1%
Cc1nc2ccccc2c(=O)n1-c1ccc(NS(=O)(=O)c2cc(F)ccc2F)cc1
    . | . | 12 | 15% | . | 5% | 35 | 1% | -0.4% | 7 | -14%
C=CCNC(=O)c1onc(CSc2ccc(F)cc2)c1C(=O)O
    0% | 3 | 4 | ? | -2% | 20% | -22 | 1% | -0.5% | 9 | 2%
CCCCn1cnc2c(oc3nc4c(cc32)CCCC4)c1=O
    0% | 0 | 0 | -3% | -9% | 8% | 3 | -1% | 0.4% | -1 | ?
COc1ccc(C(=O)C(C)Oc2cccc(NC(=O)c3cccc([N+](=O)[O-])c3)c2)cc1 (configuration not stated)
    . | 0 | 7 | 0% | -2% | -9% | -3 | 0% | 0.2% | 36[activator] | -19%
O=C(COC(=O)c1ccccc1F)Nc1cccnc1Cl
    -1% | -1 | 10 | ? | 1% | -4% | 3 | 0% | 0.3% | -11 | 3%
c1ccc(CN(Cc2ccccc2)c2ncnc3c2nnn3Cc2ccccc2)cc1
    -1% | 0 | -18 | 3% | 0% | -5% | 6 | 0% | -0.5% | -8 | -2%
Cc1cccc(-n2ncc3c(Nc4c(C)n(C)n(-c5ccccc5)c4=O)ncnc32)c1
    0% | -2 | 1 | 8% | -15% | 2% | 1 | -3% | ? | -3 | 3%
CC1(C)CC(NC(=O)COc2ccc(Br)cc2Cl)CC(C)(C)N1
    -4% | . | -8 | 2% | -5% | -1% | 48 | -1% | 0.0% | 3 | -16%
O=S(=O)(NCc1ccccc1)NCc1ccc(Cl)cc1Cl
    4% | 0 | 3 | 7% | . | -1% | 4 | 0% | 0.3% | -10 | -16%
O=C(NC1CCCC1)c1cc2cc(Br)ccc2o1
    -2% | -2 | 3 | ? | -8% | -3% | -14 | -5% | 0.0% | -3 | 1%
Cc1ccc(S(=O)(=O)CCc2nnc(NC(=O)CCl)s2)cc1C
    -4% | 1 | -13 | 5% | 7% | 6% | 4 | 1% | -0.5% | -10 | -7%
O=S(=O)(c1ccccc1)c1nc(NCc2ccccc2)sc1Cl
    0% | 1 | . | 0% | 4% | -6% | 7 | -7% | -0.2% | 9 | 8%
O=C(NCc1ccccc1)N1CCN(c2ccc(F)cc2)CC1
    -3% | -2 | 3 | -15% | -6% | 2% | -2 | -1% | -0.9% | -5 | -2%
O=C(c1cc2ncc(Br)cn2n1)N1CCOCC1
    2% | 9 | 9 | 3% | -6% | -1% | 5 | 0% | -0.4% | -1 | .

Rows are unselected; overall some 2.4% were active at least once.
